Compound activity deposited in PubChem BioAssay by Broad Institute.
GASC1 inh – KDM4C (human) demethylase inhibition. GST-KDM4C 2-372, H3K9me3 peptide, LANCE TR-FRET. inhibition, % at 12.5 µM. 96,000 tested, 0.15% active;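 active means mean replicate inhibition above about 25%, with at least 55% of replicates also reaching it, limit read from the data, passing the limit was not always enough; inconclusive means only one of those two conditions met; inactive means neither condition met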
Target sequence (Q9H3R0 2-372 limits assumed): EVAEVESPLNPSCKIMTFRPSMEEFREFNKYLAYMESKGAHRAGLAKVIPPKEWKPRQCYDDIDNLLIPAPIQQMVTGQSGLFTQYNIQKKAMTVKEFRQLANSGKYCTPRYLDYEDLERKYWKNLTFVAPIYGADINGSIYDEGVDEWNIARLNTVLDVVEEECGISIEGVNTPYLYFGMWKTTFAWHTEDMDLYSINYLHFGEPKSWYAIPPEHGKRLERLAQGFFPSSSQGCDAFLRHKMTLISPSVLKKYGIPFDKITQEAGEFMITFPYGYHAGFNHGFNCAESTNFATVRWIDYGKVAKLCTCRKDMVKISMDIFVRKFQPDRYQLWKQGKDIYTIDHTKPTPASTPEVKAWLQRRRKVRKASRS
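reagent = H3K9me3 peptide substrate, Fe(II), 2-oxoglutarate | system = GST-tagged GASC-1 (JMJD2C) catalytic fragment, aa 2-372 | amount = enzyme final amount 10 nM | read-out = Fall in 671/618 emission ratio as inhibition | medium = HEPES buffer, pH 7.5, plus ascorbate | schedule = 30 min reaction, 60 min detection, RT | measured by = LANCE TR-FRET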
T cruzi growth – T. cruzi proliferation inhibition; T. cruzi beta-gal in NIH3T3, GalScreen luminescence, 90 h; inhibition, % at 8.34 µM; 77,000 tested, 5.9% active;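 active means mean inhibition above about 93%, with at least 55% of replicates each passing it, limit read from the data, passing the limit was not always enough; inconclusive means only one of those two conditions holds; inactive means neither condition holds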
C diff growth – C. difficile growth inhibition. Clostridium difficile clinical isolate growth, OD600, 24 h; hits give low values. growth activity, negative = inhibition, % at 16 µg/mL (by protocol). 86,000 tested, 0.25% active. AID 1259249;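 active means mean growth activity at or below -80% and every replicate also at or below -80%; inconclusive means mean at or below -80% but some replicate above -80%; inactive means mean growth activity above -80%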;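 further: 0% = DMSO wells and -100% = levofloxacin 16 µg/mL wells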
Pf Dd2 inh – blocks growth of Plasmodium falciparum Dd2 parasites; P. falciparum Dd2 growth, SYBR Green, 72 h; hits give low values; activity change, % at 10 µM; 94,000 tested, 2.3% active; AID 1159554; in the data active means activity change below about -80%; inconclusive means no clear call, values can overlap the other calls
An asterisk follows results filed as active; ? = inconclusive; · = not tested or not shown; & = joins results of further samples.

SMILES	GASC1 inh	T cruzi growth	C diff growth	Pf Dd2 inh
Cc1ccc(S(=O)(=O)N(C)C[C@H]2Oc3ccc(NC(=O)Nc4ccc5c(c4)OCO5)cc3CC(=O)N([C@@H](C)CO)C[C@@H]2C)cc1	0.3	27	-3	-12
C[C@H]1CN([C@@H](C)CO)C(=O)Cc2cc(NC(=O)Cc3cn(C)c4ccccc34)ccc2O[C@H]1CN(C)C(=O)Nc1ccc(F)cc1	-0.1	-28	-8	-18
Cc1ccc(S(=O)(=O)Nc2ccc3c(c2)C(=O)N([C@H](C)CO)C[C@@H](C)[C@H](CN(C)C(=O)Nc2ccc(F)cc2)O3)cc1	1.7	-63	-14	12
COCC(=O)Nc1ccc2c(c1)C(=O)N(C)[C@@H]1CC[C@@H](CC(=O)NCC(F)(F)F)O[C@@H]1CO2	2.3	0	-4	-1
COc1cccc(-c2cnc3c(c2)C(=O)N([C@@H](C)CO)C[C@H](C)[C@H](CN(C)Cc2cccnc2)O3)c1	1.5	26	3	14
COc1ccccc1S(=O)(=O)N(C)C[C@H]1Oc2cc(C#CCC3CCCC3)ccc2S(=O)(=O)N([C@@H](C)CO)C[C@@H]1C	14	·	2	-55
COCC(=O)N1[C@@H](C#N)[C@@H](c2ccccc2-c2ccccc2F)[C@@H]1CO	-0.1	·	0	-16
CO[C@@H]1CN(C)C(=O)c2cc(NC(=O)Nc3ccccc3Cl)ccc2OC[C@@H](C)N(Cc2ccccc2C(=O)O)C[C@H]1C	1.5	15	-3	9
C[C@H](O)C#Cc1cnc2c(c1)C(=O)N([C@H](C)CO)C[C@@H](C)[C@@H](CN(C)Cc1cccc(F)c1)O2	-1.5	11	1	17
O=C(C[C@H]1C=C[C@H](NC(=O)c2cnccn2)[C@@H](CO)O1)NCc1ccccc1F	-0.3	-22	·	-4
CO[C@H]1CN(C)C(=O)c2ccc(NC(=O)C3CC3)cc2OC[C@@H](C)N(Cc2ccncc2)C[C@@H]1C	·	75	·	-8
C[C@H]1CN([C@@H](C)CO)S(=O)(=O)c2ccc(C3=CCCC3)cc2O[C@@H]1CN(C)C(=O)c1cnccn1	2.7	·	·	23
Cc1ccc(-c2ccc3c(c2)O[C@@H](CN(C)S(C)(=O)=O)[C@H](C)CN([C@H](C)CO)S3(=O)=O)cc1	-2.1	102*	-4	-44
C[C@@H]1CN([C@H](C)CO)S(=O)(=O)c2ccc(-c3ccncc3)cc2O[C@@H]1CN(C)C(=O)CN(C)C	-1.5	·	7	-2
COc1ccc(NC(=O)N(C)C[C@@H]2Oc3c(NC(=O)Nc4ccc(C(F)(F)F)cc4)cccc3C(=O)N([C@@H](C)CO)C[C@@H]2C)cc1	-0.8	-16	18	-29
C[C@H]1CCCCO[C@@H](CN(C)Cc2ccc(C(=O)O)cc2)[C@@H](C)CN([C@@H](C)CO)C(=O)c2cc(NC(=O)CCCN(C)C)ccc2O1	2.7	9	-6	45
CC(=O)Nc1ccc2c(c1)C(=O)N(C)[C@H]1CC[C@@H](CC(=O)NCc3ccccc3Cl)O[C@H]1CO2	2.4	-27	2	3
CC(C)CC#Cc1ccc2c(c1)O[C@H](CN(C)C(=O)CN(C)C)[C@H](C)CN([C@@H](C)CO)S2(=O)=O	1.2	29	-10	-47
C[C@H]1CN([C@@H](C)CO)C(=O)Cc2cc(NC(=O)Cc3ccccc3)ccc2O[C@@H]1CN(C)C(=O)Nc1ccccc1	0.5	10	6	-8
COc1ccc(S(=O)(=O)N(C)C[C@@H]2OCCCC[C@@H](C)Oc3ccc(NS(=O)(=O)c4ccccc4)cc3C(=O)N([C@@H](C)CO)C[C@H]2C)cc1	-0.4	71	6	·

In another format: entries from further up.
Molecule,GASC1 inh,T cruzi growth,C diff growth,Pf Dd2 inh
O=C(C[C@H]1C=C[C@H](NC(=O)c2cnccn2)[C@@H](CO)O1)NCc1ccccc1F,-0.3,-22,·,-4
CO[C@H]1CN(C)C(=O)c2ccc(NC(=O)C3CC3)cc2OC[C@@H](C)N(Cc2ccncc2)C[C@@H]1C,·,75,·,-8

The list continues.
SMILES	GASC1 inh	T cruzi growth	C diff growth	Pf Dd2 inh
CC(C)NC(=O)N1CCCCN2[C@@H](CO)[C@H](c3ccc(Br)cc3)[C@@H]2C1	1.3	60	8	-27
C[C@H](CO)N1C[C@H](C)[C@@H](CN(C)S(C)(=O)=O)Oc2ncc(C#CC3(O)CCCC3)cc2C1=O	0.0	-6	-4	23
COC(=O)C[C@H]1C[C@@H]2c3cc(NS(=O)(=O)c4ccccc4)ccc3O[C@@H]2[C@@H](CO)O1	-0.9	69	6	2
CCCN1[C@@H]2c3ccc(-c4ccccc4F)c(=O)n3C[C@@H]2[C@@H](CO)[C@@H]1C(=O)N1CCCCC1	2.3	13	-3	0
C[C@@H]1CCCCO[C@H](CN(C)S(C)(=O)=O)[C@@H](C)CN([C@@H](C)CO)C(=O)c2cc(NC(=O)C3CCCCC3)ccc2O1	0.1	39	5	·
C[C@@H]1CN([C@@H](C)CO)S(=O)(=O)c2ccc(C#Cc3ccncc3)cc2O[C@H]1CN(C)C(=O)c1ccncc1	0.2	45	-4	-13
O=C(Cc1cccnc1)N1CC[C@@H]2[C@@H](CO)Nc3ccc(C#Cc4ccccc4F)cc3[C@@H]21	-1.8	·	-6	-71
Cc1ccc(S(=O)(=O)Nc2ccc3c(c2)C(=O)N([C@@H](C)CO)C[C@H](C)[C@@H](CN(C)C(=O)NC2CCCCC2)OCCCC[C@H](C)O3)cc1	-2.3	73	0	-44
CN1C(=O)c2cc(NC(=O)C3CCOCC3)ccc2OC[C@@H]2O[C@H](CC(=O)NCC3CC3)CC[C@@H]21	0.3	16	1	9
C[C@H](CO)N1C[C@H](C)[C@H](CN(C)S(=O)(=O)c2cn(C)cn2)Oc2ccc(NC(=O)c3ccncc3)cc2CC1=O	-4.0	·	0	8
C[C@H](CO)N1C[C@H](C)[C@@H](CN(C)C(=O)NC2CCCCC2)Oc2ccc(NC(=O)NC3CCCCC3)cc2C1=O	0.2	1	1	16
CC(C)NC(=O)Nc1ccc2c(c1)CC(=O)N([C@H](C)CO)C[C@H](C)[C@@H](CN(C)Cc1ccc3c(c1)OCO3)O2	-0.3	10	-4	-31
Cc1cc(C(=O)Nc2cccc3c2O[C@H](CN(C)S(=O)(=O)c2ccc(Cl)cc2)[C@H](C)CN([C@H](C)CO)C3=O)n(C)n1	-1.1	21	5	-65
C[C@@H]1CN([C@@H](C)CO)C(=O)c2cc(NC(=O)c3ccncc3)ccc2O[C@@H](C)CCCCO[C@H]1CN(C)S(=O)(=O)c1cccs1	-1.2	·	·	-50
CN(C)C(=O)c1ccc(-c2ccc([C@H]3[C@@H](C#N)N(C(=O)C4CCOCC4)[C@H]3CO)cc2)cc1	0.2	91	-5	1
Cc1ccccc1S(=O)(=O)N(C)C[C@H]1OCc2cn(nn2)CCCC(=O)N([C@@H](C)CO)C[C@H]1C	0.0	27	·	9
C[C@@H]1CN([C@H](C)CO)S(=O)(=O)c2ccc(C#Cc3ccccc3)cc2O[C@@H]1CN(C)C(=O)Cc1ccccn1	1.0	?	1	-71
C[C@@H]1CN([C@@H](C)CO)C(=O)c2cc(NC(=O)CCCN(C)C)ccc2O[C@@H](C)CCCCO[C@@H]1CN(C)S(=O)(=O)c1cccs1	5.3	36	0	2
COc1ccc2c3c([nH]c2c1)[C@@H](CO)N(Cc1ccccc1OC)CC31CN(S(C)(=O)=O)C1	-0.6	·	0	-78
COc1ccc(-c2cccc(-c3nc(C(=O)N(C)C)cc4c3[C@H](CCO)N([S@@](=O)C(C)(C)C)C4)c2)cc1	-0.5	7	·	-4
C[C@@H]1CN([C@H](C)CO)C(=O)c2cc(NC(=O)C3CCCCC3)ccc2O[C@@H](C)CCCCO[C@@H]1CN(C)C(=O)Cc1ccccc1	2.0	52	-11	-66
C[C@H](O)C#Cc1cnc2c(c1)C(=O)N([C@H](C)CO)C[C@@H](C)[C@H](CN(C)CC1CCCCC1)O2	1.2	-7	2	26
C[C@H]1CCCCO[C@H](CN(C)Cc2ccc(C(=O)O)cc2)[C@@H](C)CN([C@@H](C)CO)C(=O)c2cc(NC(=O)Nc3ccc(F)cc3)ccc2O1	13	8	-3	11
CO[C@H](CN(C)S(=O)(=O)c1ccc(Cl)cc1)[C@@H](C)CN(C(=O)Nc1ccccc1F)[C@H](C)CO	-0.9	34	·	-35
O=C(C[C@@H]1CC[C@@H]2NC[C@@H](O)COC[C@H]2O1)NCCc1ccncc1	1.5	29	13&-2	·
O=C(Nc1ccc(Cl)cc1)N1C[C@@H]2[C@H](c3ccccc31)[C@@H](CO)N2C(=O)c1cccnc1	4.4	-11	-3	7
CNC(=O)C[C@@H]1CC[C@H]2[C@@H](COC[C@@H](O)CN2C(=O)c2ccccn2)O1	-0.4	1	·	5
O=C(Nc1ccccc1F)N1CC(=O)N2[C@H](CO)[C@H](c3ccc(C#Cc4ccc(F)cc4)cc3)[C@H]2C1	-1.2	·	2	-9
COc1ccc(-c2ccc([C@H]3[C@H](CO)N4C(=O)CN(C(=O)Cc5ccccn5)C[C@@H]34)cc2)cc1	-0.9	·	0	-37
C/C=C/c1ccc([C@H]2[C@@H](CO)N(CC3CCCC3)C23CN(C(=O)COC)C3)cc1	1.2	·	-7	-24
CO[C@@H]1CN(C)C(=O)c2cc(NC(=O)Nc3c(C)noc3C)ccc2OC[C@H](C)N(CC2CC2)C[C@H]1C	0.0	20	·	19
O=C(O)C[C@@H]1CC[C@H]2[C@@H](COC[C@H](O)CN2S(=O)(=O)c2ccc(F)cc2)O1	-2.8	·	1&0	36
O=C(c1ccccn1)N1CC(=O)N2[C@H](C1)[C@H](c1ccc(C#CC3CCCC3)cc1)[C@@H]2CO	0.7	·	-6	5
COc1ccc(S(=O)(=O)Nc2cccc3c2O[C@H](CN(C)CC2CCCCC2)[C@H](C)CN([C@@H](C)CO)C3=O)cc1	0.2	28	4	-7
COc1cccc(NC(=O)N2CC3(C2)[C@@H](c2ccccc2)[C@@H](CO)N3C(=O)C2CCC2)c1	-0.3	·	-2	16
CC(=O)N1Cc2cc(C(=O)NCc3cc(F)cc(F)c3)nc(-c3cccc(C4=CCCC4)c3)c2[C@H]1CCO	·	·	16	-75
O=C(CCN1CCCCC1)NCC[C@H]1CC[C@@H](NC(=O)Cc2cccnc2)[C@@H](CO)O1	-0.4	-42	·	28
COCC(=O)N1[C@H](CO)[C@@H](c2ccccc2)C12CN(C(=O)c1ccccc1)C2	0.7	·	5	22
CCCNC(=O)C[C@H]1CC[C@@H]2[C@H](COC[C@@H](O)CN2C(=O)C2CCOCC2)O1	1.8	27	·	11
C[C@@H]1CCCCO[C@@H](CN(C)S(=O)(=O)c2ccccc2)[C@@H](C)CN([C@H](C)CO)C(=O)c2cc(N(C)C)ccc2O1	-0.1	48&48	1	-58&-52

Six compounds from above with just C diff growth, Pf Dd2 inh and T cruzi growth:
Structure	C diff growth	Pf Dd2 inh	T cruzi growth
O=C(Nc1ccccc1F)N1CC(=O)N2[C@H](CO)[C@H](c3ccc(C#Cc4ccc(F)cc4)cc3)[C@H]2C1	2	-9	·
COc1ccc(-c2ccc([C@H]3[C@H](CO)N4C(=O)CN(C(=O)Cc5ccccn5)C[C@@H]34)cc2)cc1	0	-37	·
C/C=C/c1ccc([C@H]2[C@@H](CO)N(CC3CCCC3)C23CN(C(=O)COC)C3)cc1	-7	-24	·
CO[C@@H]1CN(C)C(=O)c2cc(NC(=O)Nc3c(C)noc3C)ccc2OC[C@H](C)N(CC2CC2)C[C@H]1C	·	19	20
O=C(O)C[C@@H]1CC[C@H]2[C@@H](COC[C@H](O)CN2S(=O)(=O)c2ccc(F)cc2)O1	1&0	36	·
O=C(c1ccccn1)N1CC(=O)N2[C@H](C1)[C@H](c1ccc(C#CC3CCCC3)cc1)[C@@H]2CO	-6	5	·

Continued:
SMILES	GASC1 inh	T cruzi growth	C diff growth	Pf Dd2 inh
C[C@@H]1CN([C@@H](C)CO)C(=O)c2cccc(NS(=O)(=O)c3cn(C)cn3)c2O[C@H]1CN(C)C(=O)Nc1ccc2c(c1)OCO2	0.4	-44	·	10
COC(=O)[C@H]1[C@H](CO)[C@H]2Cn3c(cccc3=O)[C@H]2N1CC1CCCCC1	6.2	56	-3	5
CCC(=O)N[C@H]1CC[C@@H](CC(=O)NCC2CCCCC2)O[C@@H]1CO	2.4	8	·	9
C[C@H]1CN([C@@H](C)CO)C(=O)c2cc(NS(=O)(=O)c3ccccc3)ccc2O[C@@H]1CN(C)C(=O)Nc1ccccc1	-1.0	-9	12	25
CCC(=O)N1[C@H](CN(CC)C(=O)NC2CCCC2)[C@@H](c2ccccc2)[C@@H]1CO	-0.3	48	8	7
C[C@H](O)C#Cc1cnc2c(c1)C(=O)N([C@H](C)CO)C[C@@H](C)[C@H](CN(C)C(=O)Cc1ccncc1)O2	1.0	·	-2	19
O=C(C[C@@H]1C[C@H]2c3cc(NS(=O)(=O)c4ccccc4)ccc3O[C@H]2[C@H](CO)O1)N1CCOCC1	-1.7	11	-7	19
CC(C)C#Cc1cnc2c(c1)C(=O)N([C@@H](C)CO)C[C@@H](C)[C@H](CN(C)C(=O)Nc1ccccc1F)O2	-3.2	81	·	-45

Not a hit list; 6.7% or so of the library scored in one or more.
